# From PubChem
# PI4K2A inh: qHTS for small molecular inhibitors of PI4K2A. Phosphatidylinositol 4-kinase type 2-alpha (Homo sapiens), Q9BTU6. purified PI4K2A, ADP-Glo luminescence, 1 h; stronger effect = lower value. activity change, negative = inhibition, % at 76.9 µM. 0.13% of 420,000 active. AID 1346378, 2018; in the data active means activity change below about -50%; inconclusive means mostly about -30% to -49%;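 further: -100% = wells without enzyme as full effect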
# Target sequence (Q9BTU6 whole entry, looked up): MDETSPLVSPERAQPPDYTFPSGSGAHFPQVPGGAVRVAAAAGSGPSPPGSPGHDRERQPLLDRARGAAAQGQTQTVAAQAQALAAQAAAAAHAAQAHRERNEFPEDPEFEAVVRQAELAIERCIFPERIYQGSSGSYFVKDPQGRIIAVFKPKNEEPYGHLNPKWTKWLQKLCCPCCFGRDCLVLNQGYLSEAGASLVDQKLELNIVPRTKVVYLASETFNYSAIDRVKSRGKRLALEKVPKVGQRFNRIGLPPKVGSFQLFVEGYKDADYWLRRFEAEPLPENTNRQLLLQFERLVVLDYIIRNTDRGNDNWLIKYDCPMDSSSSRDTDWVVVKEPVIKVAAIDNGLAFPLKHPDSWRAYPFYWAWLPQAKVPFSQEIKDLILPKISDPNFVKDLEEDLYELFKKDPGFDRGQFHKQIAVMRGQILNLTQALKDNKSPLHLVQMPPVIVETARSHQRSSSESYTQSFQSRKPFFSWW
#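 Compounds are screened against recombinant PI4K2A using PI as substrate and ATP, the latter dispensed at 300 microM. Reactions run one hour at ambient temperature before ADP-Glo detection; full inhibition defined by wells lacking enzyme.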
# IDH1 R132H inh: qHTS for Inhibitors of mutant isocitrate dehydrogenase 1 (IDH1): qHTS | Isocitrate dehydrogenase [NADP] cytoplasmic (Homo sapiens), O75874 | IDH1-R132H enzyme, NADPH consumption, diaphorase/resazurin fluorescence | Potency, µM (top dose mostly 76.6 µM), for inactives: top-dose activity change, negative = inhibition, actives largely listed as inhibitors | 0.093% of 390,000 active | AID 602179, 2012; further: potency means the concentration at half of the fitted maximal effect; on the % scale 0 is the no-effect control and ±100 the full control effect; nearly all actives have a fitted effect of over 65% in size
#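 IDH1-R132H (0.5 ug/mL dispensed) in pH 7.5 Tris buffer was preincubated 30 min with compound, then given a substrate mix of 0.016 mM NADPH and 2 mM alpha-KG for 80 min at room temperature; remaining NADPH was read by diaphorase/resazurin fluorescence.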
# USP1 inh: Inhibitors of USP1/UAF1: Primary Screen; Ubiquitin carboxyl-terminal hydrolase 1 (Homo sapiens), O94782; recombinant USP1/UAF1, Ub-Rhodamine cleavage fluorescence; 0.23% of 390,000 active; Potency, µM (top dose mostly 57.1 µM), inactives show at the top dose activity change, negative = inhibition, hits mostly inhibitors; further: potency means the concentration at half of the fitted maximal effect; on the % scale 0 is the no-effect control and ±100 the full control effect; nearly all actives have a fitted effect of over 60% in size; inactives centre near -12
#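 USP1/UAF1 complex at 1 nM was preincubated with compound for 15 min at room temperature, then Ub-Rho substrate (150nM final) was added. Fluorescence (480/540 nm) was read kinetically, 6 reads every 60 seconds.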
# D2 ag: HTS Assay for Allosteric Agonists of the Human D2 Dopamine Receptor: Primary Screen for Agonists; HEK293 T-REx D2 cells, calcium flux agonist mode; activation, % at 2 µM; 0.53% of 340,000 active; AID 485358, 2010;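 active means activation over 3 SD above normal in the single-dose calcium agonist read, cut at about 30% in these data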; further: 0% is about no effect
# Target sequence (P14416 whole entry, looked up): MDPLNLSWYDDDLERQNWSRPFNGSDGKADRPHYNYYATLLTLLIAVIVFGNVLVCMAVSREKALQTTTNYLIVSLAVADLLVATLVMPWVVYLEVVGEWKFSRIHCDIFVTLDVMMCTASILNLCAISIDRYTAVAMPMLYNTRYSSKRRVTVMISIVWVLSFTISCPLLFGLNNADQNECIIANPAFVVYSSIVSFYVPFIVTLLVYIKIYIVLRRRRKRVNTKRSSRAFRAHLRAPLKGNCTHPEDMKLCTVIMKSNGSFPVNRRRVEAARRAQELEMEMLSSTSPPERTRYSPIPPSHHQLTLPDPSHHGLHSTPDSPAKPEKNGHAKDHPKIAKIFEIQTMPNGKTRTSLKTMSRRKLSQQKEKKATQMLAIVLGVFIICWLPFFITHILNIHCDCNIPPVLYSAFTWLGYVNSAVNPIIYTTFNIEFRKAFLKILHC
#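 Tetracycline-induced HEK293 Trex cells with D2 receptor force-coupled to calcium signaling, plated overnight at 30 C and loaded with no-wash calcium dye. Calcium flux read kinetically for 180 s after compound addition; responses flag agonists.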
# TrxR1 substrate: qHTS Assay for Substrates of Mammalian Selenoprotein Thioredoxin Reductase 1 (TrxR1): qHTS | Thioredoxin reductase 1, cytoplasmic (Rattus norvegicus), O89049 | purified TrxR1 substrate turnover, NADPH consumption readout | Potency, µM (top dose mostly 114 µM), without a hit: at the top dose activity change, negative = substrate turnover | 0.01% of 390,000 active | AID 588456, 2011; further: potency means the concentration at half of the fitted maximal effect; on the % scale 0 is the no-effect control and ±100 the full control effect; nearly all actives have a fitted effect of over 50% in size
#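 Rat TrxR1, dispensed at 90 nM, was prereduced with 400 uM NADPH (final) for 5 min at ~22 deg C, then incubated with compound 15 min before 400 uM selenite. A first-read NADPH fluorescence drop versus no-compound background flagged substrates.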
# TrxR1 inh: qHTS Assay for Inhibitors of Mammalian Selenoprotein Thioredoxin Reductase 1 (TrxR1): qHTS; Thioredoxin reductase 1, cytoplasmic (Rattus norvegicus), O89049; recombinant rTrxR1, NADPH fluorescence consumption, selenite substrate; Potency, µM (highest dose often 114 µM), for inactives: top-dose activity change, negative = inhibition, hits mostly inhibitors; 1% of 390,000 active; further: potency means the concentration at half of the fitted maximal effect; on the % scale 0 is the no-effect control and ±100 the full control effect; nearly all actives have a fitted effect of over 65% in size
#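 Rat TrxR1 (90 nM in the dispensed reagent) was pre-reduced with 400 uM NADPH for 5 min at room temperature, then incubated with compound for 15 min. After 400 uM selenite was added, NADPH fluorescence (Ex 340/Em 450 nm) was followed for 8 min.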
# TRHR agonist: qHTS for Small Molecule Agonists and Allosteric Enhancers of Human TRH Receptor: Primary Screen for Agonists; AID 493084, 2011; 0.18% of 360,000 active; activation, % at 2 µM; TRHR cells, calcium flux fluo-8, FDSS agonist mode; Thyrotropin-releasing hormone receptor (Homo sapiens), P34981; in the data active means activation above about 30%; further: 0% is about no effect
#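 Read-out: compound-evoked intracellular calcium rise in TRHR cells, fluo-8 dye, kinetic FDSS fluorescence at 1 s/cycle following a 10-cycle baseline. Cells cultured overnight before dye loading (30 min–1.5 h, RT).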
# TRHR PAM: qHTS for Small Molecule Agonists and Allosteric Enhancers of Human TRH Receptor: Primary Screen for Enhancers; TRHR cells, fluo-8 calcium fluorescence, EC20 TRH enhancement; enhancement, % at 2 µM; 0.66% of 360,000 active; Thyrotropin-releasing hormone receptor (Homo sapiens), P34981; in the data active means enhancement above about 30%; further: 0% is about no effect
#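 Enhancer read-out: after compound pinning and an initial kinetic agonist-mode read, an EC20 of TRH (10 nM final) was injected and fluo-8 calcium signal (Ex 480/Em 530) followed at 1 s/cycle for 100 cycles in TRHR-expressing cells.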
# D2 antagonist: HTS Assay for Allosteric Antagonists of the Human D2 Dopamine Receptor: Primary Screen for Antagonists; inhibition, % at 10 µM; 2% of 340,000 active; HEK293 TREx D2 cells, calcium flux, dopamine EC80; AID 485344, 2010; in the data active means inhibition above about 30%; further: 0% is about no effect
#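 Inhibition of EC80 dopamine-driven calcium flux, recorded kinetically, defines activity here; cells are a tetracycline-induced HEK293 T-REx line expressing force-coupled D2.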
# An asterisk follows results filed as active; i = inactive; ? = inconclusive; . = no result given; & = joins results of further samples; [ ] = another dose, or the depositor's remark. Unless noted, the call rests on the fitted dose curve; in most records, active means well fitted inhibition curve with a large enough effect; inconclusive means small, poorly fitted or top-dose-only effect; inactive means no such curve, though single readings can be large or run the other way.
# The opening 2 compounds, to show the layout:
cpd | mol | TRHR agonist | USP1 inh | TRHR PAM | TrxR1 substrate | TrxR1 inh | IDH1 R132H inh | PI4K2A inh | D2 ag | D2 antagonist
1 | Cc1cc(C)c2oc(C(=O)Nc3ccc(S(=O)(=O)Nc4nccs4)cc3)cc(=O)c2c1 | 0.3 | -11% | 0 | -2%[57.1 µM] | 0%[57.1 µM] | ? | 3 | -0.5 | -9
2 | COc1ccc(OC)c(S(=O)(=O)N2CCC(C(=O)NCc3ccccc3)CC2)c1 | 0.1 | -6% | 0 | -1% | -7% | 0% | 2 | 0.6 | 0

# The whole of this part, from the start:
cpd | mol | TRHR agonist | USP1 inh | TRHR PAM | TrxR1 substrate | TrxR1 inh | IDH1 R132H inh | PI4K2A inh | D2 ag | D2 antagonist
1 | Cc1cc(C)c2oc(C(=O)Nc3ccc(S(=O)(=O)Nc4nccs4)cc3)cc(=O)c2c1 | 0.3 | -11% | 0 | -2%[57.1 µM] | 0%[57.1 µM] | ? | 3 | -0.5 | -9
2 | COc1ccc(OC)c(S(=O)(=O)N2CCC(C(=O)NCc3ccccc3)CC2)c1 | 0.1 | -6% | 0 | -1% | -7% | 0% | 2 | 0.6 | 0
3 | O=C(CCCNC(=O)c1ccc(Cl)cc1)Nc1ncccc1O | 0.5 | -19% | -1 | 0% | 21% | -1% | 0 | -0.9 | -3
4 | COc1ccc(S(=O)(=O)Nc2cccc3c2O[C@H](CN(C)Cc2ccc(Cl)c(Cl)c2)[C@@H](C)CN([C@H](C)CO)C3=O)cc1 | . | -16% | . | 4%[57.1 µM] | 16%[57.1 µM] | 0% | 6 | . | .
5 | CCn1c(=O)sc2cc(NC(=O)c3cccc(OC)c3)ccc21 | -1.3 | ? | 5 | -2% | 3% | 19% | 0 | -0.8 | .
6 | CC(NC(=O)Nc1nnc(C(F)(F)F)s1)(C(F)(F)F)C(F)(F)F | 12 | -5% | 3 | 5%[0.457 µM] | -18%[57.1 µM] | 7% | -1 | 18 | 9
7 | O=c1[nH]c(N/N=C/c2ccc(O)cc2)nc2ccccc12 | -0.1 | -14% | 2 | 19% | -8% | 9% | -3 | -0.4 | 5
8 | O=C1CCC[C@@H]2CC(Nc3ccc(F)cc3F)C[C@@H]3CCN1[C@H]23 (stereo not given in full) | . | -11% | . | -5% | 10% | 9% | -4 | . | .
9 | CC(=O)Oc1ccc2cc(-c3cccnc3)c(=O)oc2c1 | . | 2% | . | 307%[activator][57.1 µM] | i | -6% | -8 | . | .
10 | COCCNC(=O)CN1C(=O)CSc2ccc(S(=O)(=O)N3CCOCC3)cc21 | 0.0 | -12% | 4 | -12%[57.1 µM] | 22%[57.1 µM] | 6% | -4 | 1.1 | -2
11 | CCOC(=O)c1sc(NC(=O)c2ccc(S(=O)(=O)N3CCOCC3)cc2)nc1-c1ccccc1 | 1.4 | -8% | -2 | 5% | 25% | 1% | 1 | 0.5 | 5
12 | Cc1oc(C)c2c(=O)ccc3c(c12)OC(N)=C(C#N)C3c1ccc(F)cc1 (stereo not given) | -0.4 | -8% | -7 | -6% | ? | -13% | 0 | -0.2 | 7
13 | O=[N+]([O-])c1cccc(S(=O)(=O)NCCCn2ccnc2)c1 | 1.0 | -4% | 1 | 2%[57.1 µM] | 19%[57.1 µM] | 4% | -6 | 0.5 | 3
14 | Cc1ccc(CCC(=O)Nc2ccc(S(N)(=O)=O)cc2)o1 | 0.2 | -17% | -2 | -5% | ? | 12% | 0 | 0.0 | 20
15 | CC(C)C(C(=O)NCc1ccco1)N(Cc1ccco1)C(=O)CNS(=O)(=O)c1ccccc1 (stereo not given) | 0.1 | -16% | -1 | 3% | 2% | -4% | -19 | 0.3 | 1
16 | Cc1onc(-c2c(F)cccc2Cl)c1C(=O)Nc1cc(S(=O)(=O)N2CCCCC2)ccc1O | . | -5% | . | -10% | 0% | 52µM* | 5 | . | .
17 | O=C(Nc1cc(-c2nc3cc(Cl)ccc3o2)ccc1Cl)c1cccc2ccccc12 | 0.7 | 0% | 0 | 5%[11.4 µM] | 7% | -3% | -3 | 0.1 | .
18 | COCCNC(=O)c1c(NC(=O)c2cc(=O)c3cc(Cl)ccc3o2)sc2c1CCCC2 | 0.2 | -24% | -1 | -1% | 11% | 12% | 0 | -0.5 | .
19 | Cc1cc2c(C)nc(N/N=C/c3ccc(F)cc3)nc2o1 | 0.6 | -18% | 5 | 1% | -10% | 1% | -3 | -0.1 | -17
20 | Cn1c(=O)c(=O)n(C)c2cc(S(=O)(=O)N3CCc4ccccc43)ccc21 | -0.5 | -4% | 3 | -7% | 0% | 7% | 6 | 3.0 | -6
21 | OCCCNc1cc(-c2ccccc2)nc2cc(-c3ccc(F)cc3)nn12 | -2.5 | ? | -2 | 88%[activator] | 40% | -2% | 0 | -3.7 | -9
22 | O=C(NNC(=O)[C@@H]1CCCC[C@@H]1C(=O)O)c1cccs1 | 0.5 | -10% | 0 | 10%[57.1 µM] | -4% | 2% | 1 | 0.5 | 10
23 | CN(Cc1ccccc1)S(=O)(=O)c1cc2c3c(c1)CCN3C(=O)CC2 | -0.1 | -5% | 4 | -10% | -9% | 15% | 6 | 0.2 | 2
24 | CCOc1ccccc1NC(=O)C(C)SCc1ccccc1 (stereo not given) | -0.3 | -24% | -5 | 1% | 25% | 10% | 10 | 0.5 | -2
25 | Nc1c(-c2cccc(Cl)c2)cnn1-c1ccccc1 | -2.5 | -25% | -2 | -3% | 7% | 0% | 0 | -3.0 | 1
26 | COc1ccc(N2CC(C(=O)Nc3ccc4c(c3)OCO4)CC2=O)cc1 (stereo not given) | -0.5 | 1% | -3 | 10%[57.1 µM] | 47%[57.1 µM] | -1% | -1 | -0.5 | 8
27 | CC(C)C[C@H]1CNC(=S)N1CC1CCN(CCCCc2ccccc2)CC1 | . | -16% | . | 1% | 21% | -3% | 2 | . | .
28 | CCCCNC(=O)C1CCC(CNS(=O)(=O)c2ccc(C)cc2)CC1 (stereo not given) | 0.2&-0.7 | -26%&8% | -3&0 | -2% | -6% | 6%&-7% | 0&-1 | 1.8&0.4 | -12
29 | CN(Cc1ccc(-n2cccn2)cc1)C(=O)c1cnn2c1NC(c1ccco1)CC2C(F)(F)F (stereo not given) | -0.5 | -8% | 2 | -10% | -25% | 0% | -3 | -1.0 | 7
30 | O=C1C(=O)N(CCS(=O)(=O)c2ccccc2)c2ccccc21 | 2.3 | -21% | 10 | 10% | 38%[activator] | 6% | 5 | 0.0 | -28
31 | O=C(Nc1cccc(Cl)c1)NC1CC2CCC1C2 (stereo not given) | 1.1 | -26% | -6 | -4% | 9% | 1% | -4 | -0.2 | 2
32 | COc1ccc2nc(NC(=O)CSc3nc(C)cc(C)n3)sc2c1 | -0.8 | -7% | -6 | 2% | 19% | 3% | -1 | 0.3 | 0
33 | COCCN(C(=O)COC(=O)c1ccc(C=O)cc1)c1c(N)n(Cc2ccccc2)c(=O)[nH]c1=O | 0.5 | -18% | 1 | 5% | 12% | 4% | -2 | 0.2 | -6
34 | Cc1cc(Cl)ccc1NNC(=O)c1c(C)noc1C | 0.5 | -15% | -6 | 3%[57.1 µM] | 13%[57.1 µM] | 8% | 1 | 0.6 | -5
35 | CN(C(=O)CSc1nnc(NC2CCCCC2)s1)C1CCS(=O)(=O)C1 (stereo not given) | 0.5 | -2% | -4 | 0% | -20% | -6% | -9 | 0.4 | -9
36 | O=C(Cc1cccc(C(F)(F)F)c1)Nc1ccccc1N1CCCC1 | -0.8 | -19% | -8 | -16% | -20% | 3% | 0 | 12 | -8
37 | COc1ccc(NC(=O)CCc2ccc(OC)c(OC)c2)cn1 | -0.5 | 3% | -3 | 0% | -1% | 13% | 1 | 0.2 | 8
38 | CCCCN(C)C(=O)c1cn(C)c2ccc(S(=O)(=O)N(C)C)cc2c1=O | 0.4 | -7% | 4 | -1%[57.1 µM] | -1%[57.1 µM] | 0% | 0 | 0.1 | -11
39 | CC1=Nc2cc(C(=O)NCCN3CCOCC3)ccc2Sc2c(C)ccc(C)c21 | -0.1 | -25% | -3 | 0% | 23% | -1% | 0 | -0.1 | 5
40 | Cc1ccc(-c2ccc(/C=C(\C#N)C(=O)Nc3cc(C)nn3-c3ccccc3)o2)cc1 | 17 | . | -2 | . | . | . | . | 15 | -21

# Three records picked at random from those above, as already listed:
cpd | mol | TRHR agonist | USP1 inh | TRHR PAM | TrxR1 substrate | TrxR1 inh | IDH1 R132H inh | PI4K2A inh | D2 ag | D2 antagonist
37 | COc1ccc(NC(=O)CCc2ccc(OC)c(OC)c2)cn1 | -0.5 | 3% | -3 | 0% | -1% | 13% | 1 | 0.2 | 8
32 | COc1ccc2nc(NC(=O)CSc3nc(C)cc(C)n3)sc2c1 | -0.8 | -7% | -6 | 2% | 19% | 3% | -1 | 0.3 | 0
36 | O=C(Cc1cccc(C(F)(F)F)c1)Nc1ccccc1N1CCCC1 | -0.8 | -19% | -8 | -16% | -20% | 3% | 0 | 12 | -8
